Screening results deposited in PubChem BioAssay by National Center for Advancing Translational Sciences (NCATS).
aSyn rescue: inhibitors of alpha-synuclein toxicity in yeast | Yeast expressing alpha-synuclein, growth rescue, BacTiter-Glo, 24 h | Potency, µM (highest dose often 46.1 µM), for inactives: at the top dose growth rescue (activation), most hits filed as activators | 370,000 compounds, 0.14% hits; further: potency means the concentration at half of the fitted maximal effect; % of control where 0% means no effect; nearly all actives have a fitted effect of over 65% in size
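Screening used galactose-induced yeast with toxic alpha-synuclein levels, exposed to compound for 24 hr at 30 deg C. Cell growth, read with BacTiter-Glo luminescence, gave the measured signal.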
HEK293 tox: cytotoxicity in counter-screen for GLP-1R inverse agonists; HEK293 cAMP-luciferase reporter cells, luminescence, 24 h; 410,000 compounds, 0.13% hits; Potency, µM (titrated, usually from 38.3 µM), for the others: at the highest dose activity change, negative = inhibition, hits mostly inhibitors; AID 624418;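 further: loss of luciferase light is scored as toxicity; potency means the concentration at half of the fitted maximal effect; on the % scale 0 is the no-effect control and ±100 the full control effect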
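Seeding density was 200 cells/uL; after overnight-length (12 h) culture, 23 nL compounds went on for 24 h at 37 °C. Readout used a luciferase detection reagent, luminescence taken after 12 min at room temperature.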
D3 antag: antagonists of human D3 dopamine receptor; 360,000 compounds, 2.5% hits; D3R cells, DiscoveRx beta-arrestin luminescence, antagonist mode; active compounds read low; max response, negative = inhibition, %; P35462; in the data active means max response below about -50%; inconclusive means no clear call, values can overlap the other calls; further: on the % scale 0 is the no-effect control and ±100 the full control effect; mostly tested at two doses, the higher about 12 µM
Target sequence (P35462 whole entry, looked up): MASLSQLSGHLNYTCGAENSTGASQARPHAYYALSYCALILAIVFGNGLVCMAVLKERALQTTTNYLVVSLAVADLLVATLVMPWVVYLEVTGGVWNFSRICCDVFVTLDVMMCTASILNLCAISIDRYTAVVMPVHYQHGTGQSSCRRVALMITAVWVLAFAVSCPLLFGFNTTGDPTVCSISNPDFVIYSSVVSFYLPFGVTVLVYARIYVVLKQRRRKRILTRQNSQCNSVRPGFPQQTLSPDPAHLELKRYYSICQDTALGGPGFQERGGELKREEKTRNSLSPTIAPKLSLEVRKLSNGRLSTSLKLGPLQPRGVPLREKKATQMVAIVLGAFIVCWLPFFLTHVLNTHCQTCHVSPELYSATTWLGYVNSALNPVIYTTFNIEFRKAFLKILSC
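Cells plated overnight at 1500 cells/well, then exposed to library compounds with dopamine controls for 90 minutes at 37 degrees C. DiscoveRx reagent added for 30–60 minutes at room temperature; luminescence read, quantitative HTS format.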
TDP43 rescue: inhibitors of TDP-43 toxicity in yeast | TDP-43 expressing yeast growth rescue, BacTiter-Glo, 24 h | Potency, µM (highest dose often 46.1 µM), without a hit: at the highest dose growth rescue (activation), hits mostly activators | 410,000 compounds, 1.8% hits; further: potency means the concentration at half of the fitted maximal effect; % of control where 0% means no effect; nearly all actives have a fitted effect of over 50% in size
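Yeast cells expressing TDP-43 under galactose induction are exposed to compounds for 24 hr at 30 deg C. BacTiter-Glo luminescence measures growth, so protective compounds score as activators.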
GLP-1R inv ag: GLP-1 receptor (human) inverse agonism. HEK293 GLP-1R CRE-luciferase, luminescence, 24 h; GLP-1R form is constitutively active. 410,000 compounds, 1.6% hits. P43220. Potency, µM (top dose mostly 38.3 µM), for the others: at the highest dose activity change, negative = inhibition, hits mostly inhibitors. AID 624417; further: potency means the concentration at half of the fitted maximal effect; on the % scale 0 is the no-effect control and ±100 the full control effect; nearly all actives have a fitted effect of over 55% in size
Target sequence (P43220 whole entry, looked up): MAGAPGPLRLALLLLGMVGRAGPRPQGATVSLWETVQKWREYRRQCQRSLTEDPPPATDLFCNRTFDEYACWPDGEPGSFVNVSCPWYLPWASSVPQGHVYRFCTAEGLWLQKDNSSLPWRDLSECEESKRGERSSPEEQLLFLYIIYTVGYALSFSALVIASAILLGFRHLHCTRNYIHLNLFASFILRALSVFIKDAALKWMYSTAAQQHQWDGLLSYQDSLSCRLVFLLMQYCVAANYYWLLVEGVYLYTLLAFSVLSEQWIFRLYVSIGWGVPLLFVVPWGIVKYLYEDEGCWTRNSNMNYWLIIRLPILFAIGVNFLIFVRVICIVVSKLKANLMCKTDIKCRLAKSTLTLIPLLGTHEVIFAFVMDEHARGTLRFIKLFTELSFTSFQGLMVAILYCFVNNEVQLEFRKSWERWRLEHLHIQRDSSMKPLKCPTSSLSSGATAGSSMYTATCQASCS
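Assay principle: reduced luminescence from a cAMP-responsive reporter in HEK293 cells co-expressing a constitutively active GLP-1R. Conditions: 24 hr compound incubation, 37 deg C, 5% CO2.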
PTHR1 ag: activates the human parathyroid hormone receptor PTHR1; Potency, µM (series often up to 115 µM), inactives show top-dose activation, hits mostly activators; Q03431; 410,000 compounds, 0.075% hits; HEK293 GP2 PTHR1 cells, GloSensor cAMP luminescence, 1 h; further: potency means the concentration at half of the fitted maximal effect; nearly all actives have a fitted effect of over 55% in size; some results filed as inactive show a strong effect at the top dose; inactives centre near -15; many of its hits are not listed in these tables
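HEK-293-derived GP2 cells expressing PTHR1 and a GloSensor cAMP reporter, 3,000/well, plated overnight, given luciferin plus IBMX (each 0.5 mM as added) for 1 h at 37 °C, then compound for 1 h at 37 °C. Luminescence was read after 15 min at room temperature.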
KB-V1 MDR tox: kills drug-selected multidrug resistant KB-V1 cells; KB-V1 MDR cells viability, CellTiter-Glo, 72 h; Potency, µM (series often up to 46.1 µM), inactives show top-dose activity change, negative = cytotoxicity, most hits filed as cytotoxic; 400,000 compounds, 3.4% hits; further: potency means the concentration at half of the fitted maximal effect; on the % scale 0 is the no-effect control and ±100 the full control effect; nearly all actives have a fitted effect of over 60% in size
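Cells of the MDR subline KB-V1 are plated, dosed with compound at multiple concentrations, and incubated 72 h at 37 degrees C; CellTiter-Glo is then added and luminescence read after 10 min.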
GLP-1R agonist: activates the human GLP-1 receptor | HEK293 GLP-1R CRE-luciferase, luminescence, 4-6 h; cells express a hypersensitive GLP-1R form | 380,000 compounds, 0.007% hits | Potency, µM (series often up to 45.6 µM), for the others: at the highest dose activation, most hits filed as activators | P43220; further: potency means the concentration at half of the fitted maximal effect; % of control where 0% means no effect
D3 ag: activates the human D3 dopamine receptor. P35462. max activation, %. 410,000 compounds, 0.58% hits. AID 652048. D3R DiscoveRx beta-arrestin cells, luminescence, 90 min; in the data active means max activation above about 30%; further: 0% is about no effect; mostly tested at two doses, the higher about 12 µM
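Cells at 1500/well, incubated overnight, then treated with pinned compounds (dopamine as control) for 90 min at 37 degrees C. DiscoveRx reagent added for 30 - 60 minutes at room temperature; luminescence read.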
The depositor's hits bear a star; i = inactive; ? = inconclusive; nt = no result given; [ ] = remark or other dose. Unless noted, the call rests on the fitted dose curve; in most records, active means well fitted curve in the direction sought with a large enough effect; inconclusive means small, poorly fitted or top-dose-only effect, or another doubt; inactive means no such curve, though single readings can be large; an effect the other way counts as inactive or inconclusive.

Molecule	TDP43 rescue	PTHR1 ag	aSyn rescue	D3 ag	KB-V1 MDR tox	GLP-1R inv ag	D3 antag	GLP-1R agonist	HEK293 tox
COc1ccccc1N1CCN(/N=C/c2cc(OC)c(OC(C)=O)c(OC)c2)CC1	2.4%	-1.2%	-3.3%	5.2	-5.8%	-8.1%	5.4	-3.1%	1.5%
CN(Cc1nc2ccccc2c(=O)[nH]1)C(=O)c1ccc(S(=O)(=O)N(C)C)cc1	-8.0%	-2.3%	2.9%	1.8	8.7%	0.0%	18.4	-5.6%	-0.2%
C=CCc1cccc(/C=N/c2ncccc2O)c1O	-16.3%	i	-1.1%	12.0	0.8%	0.6%	59.6	-6.9%	-7.5%
CCOc1cc(NC(=S)NCC2CCCO2)c(OCC)cc1NC(=O)c1ccccc1 (stereo unspecified)	26.0%	-34.5%	nt	1.1	?	0.0%	19.1	-3.2%	-37.9%
COc1cc2nc(SCC(=O)Nc3cccc(C)c3)n3nc(CCn4c(C)nc5ccccc54)nc3c2cc1OC	5.2%	-8.0%	nt	-14.7	-1.8%	3.2%	nt	nt	0.0%
Cc1cccc2c1nc(-c1ccccc1)n1nnnc21	-11.2%	i	-3.9%	-6.5	-2.1%	-13.3%	28.0	-3.8%	-13.7%
CCOC(=O)c1cc2sccc2n1CC(=O)Nc1ccc2c(c1)OCCO2	-7.0%	i	-1.1%	0.2	?	-7.8%	6.2	-0.1%	-6.6%
COc1ccc(C2=NN(C(=O)c3cccs3)C(O)(C(F)(F)F)C2)cc1 (stereo unspecified)	-10.5%[0.397 µM]	-1.1%	12.5%	15.7	9.2%	?	18.7	?	-8.7%
Cc1cccc(C2c3[nH]c4ccccc4c3CCN2Cc2cnn(-c3ccc(F)cc3)c2)n1 (stereo unspecified)	8.1%	i	2.3%	-9.5	3.4%	-12.8%	1.7	6.8%	-15.7%
O=[N+]([O-])c1c(Nc2ccccn2)cc(Cl)c2nonc12	-67.3%[inhibitor]	-96.6%[inhibitor]	-74.0%[inhibitor]	-15.8	?	?	-85.8*	-9.9%	?
CC1CN(c2ccc([N+](=O)[O-])cc2F)CCN1C(=O)c1ccco1 (stereo unspecified)	?	-40.4%[inhibitor]	3.5%	-7.0	?	-10.9%	2.3	-5.2%	-28.5%
Cc1ccccc1NC(=O)c1cccc(C(=O)Nc2ccccc2C)n1	7.6%	i	2.2%	7.4	-0.3%	22.8%	25.8	0.5%	-13.7%
Cc1ccc(OCc2cc(=O)n3c4c(sc3n2)CCCC4)c(C)c1	0.0%	-21.3%	nt	-0.3	24.6%	3.2%	nt	0.6%	0.3%
COCc1cc(C)nc(SCC(=O)Nc2cccc3cccnc23)c1C#N	4.9%	i	-4.3%	-1.1	-0.4%	28.0%	7.5	5.9%	12.0%
Cc1ccsc1/C=C(\C(=O)c1ccc(OC(C)C)cc1)c1nc2ccccc2o1	-10.9%	i	6.8%	-1.0	?	3.98µM*	-16.6	9.1%	2.2%
CSc1cccc(NC(=O)c2ccc(CN3CCc4ccccc4C3)cc2)c1	-3.4%	-35.2%	19.2%	-6.6	?	?	-96.0*	16.8%	-7.7%
Cc1noc(C)c1COc1ccccc1C(=O)N(C)Cc1ccc(F)cc1	8.1%	-27.9%	1.0%	19.6	-25.5%	12.2%	0.0	2.5%	-1.6%
COCCn1c(SCc2ccc(OC)c(F)c2)nc2ccccc2c1=O	?	-17.0%	2.3%	1.1	-3.1%	?	-0.8	30.3%	4.9%
O=C(Nc1ccc(NC(=O)C2CC2)cc1)c1cccs1	-7.8%	i	-0.9%	4.0	0.0%	-12.8%	1.5	0.5%	-6.8%
Cc1ccc(S(=O)(=O)Nc2ccccc2N=Cc2ccc([N+](=O)[O-])cc2[N+](=O)[O-])cc1	?	-35.2%[inhibitor]	5.6%	-6.5	-25.5%	0.8%	-7.4	-1.2%	2.8%
CCOC(=O)c1c(Cc2cccc(Cl)c2)c[nH]c1C	16.9%	-11.2%	-17.1%	-4.5	18.4%	?	9.8	14.7%	-8.9%
CCOc1ccccc1NC(=O)CSc1nc2cccnc2n1C	5.5%	-12.8%	0.9%	1.1	?	24.5%	8.9	7.0%	-8.8%
Cc1cc(C(F)(F)F)nc(CCNC(=O)C2CCC(=O)N(Cc3cccc(F)c3)C2)n1 (stereo unspecified)	24.6%	i	-5.9%	0.3	?	12.4%	16.6	2.0%	11.9%
CCOc1cc(N2CCOCC2)c(OCC)cc1NC(=O)[C@H](C)N1C(=O)C2CC=CCC2C1=O (stereo partly specified)	-3.8%	-29.1%	-5.0%	-10.3	?	-2.1%	-1.4	3.2%	0.1%
Cc1ccc(C(=O)OCC(=O)N(C)C2CCS(=O)(=O)C2)cc1S(=O)(=O)N1CCOCC1 (stereo unspecified)	7.4%	-21.3%	-6.8%	-6.6	2.5%	11.3%	-12.9	16.8%	0.0%
Fc1ccccc1-c1ccc(/C=N/Nc2nc3ccccc3[nH]2)o1	5.9%	-46.5%[inhibitor]	-23.1%	1.3	?	?	48.1	17.0%	12.0%
Cc1nn(C)cc1CNC(=O)Nc1ccc(Br)cc1Cl	20.0%	-28.5%[57.5 µM]	0.1%	-3.8	-13.0%	-3.9%	-6.7	-7.5%	-6.0%
O=C(NC(=S)N1CCN(c2ccc([N+](=O)[O-])cc2)CC1)c1ccccc1	-16.2%	-22.6%	0.6%	-0.2	-1.4%	2.3%	-20.7	4.7%	?
COCCN(C(=O)COC(=O)CNC(=O)c1cccs1)c1c(N)n(Cc2ccccc2)c(=O)[nH]c1=O	-20.6%	-19.8%	-0.8%	-4.7	21.4%	0.8%	-3.7	-6.1%	8.4%
O=C(O)Cn1c2ccccc2c2n[nH]c(=S)nc21	6.4%	2.2%	7.1%	5.2	0.0%	0.2%	-11.5	2.4%	-16.3%
Cc1ccc(NC(=O)CSC(C)c2nc3ccccc3c(=O)[nH]2)cc1 (stereo unspecified)	-5.6%	i	-2.1%	-7.6	-21.9%	16.8%	0.2	-6.6%	-3.0%
CCOc1ccc(S(=O)(=O)n2c([N+](=O)[O-])cnc2C)c(C)c1C	2.6%	-19.2%	1.0%	1.4	8.6%	17.3%	1.4	-6.5%	6.4%
COc1ccccc1N1CCN(c2c(CN3CCCC3)c(=O)oc3ccccc23)CC1	4.4%	3.0%	nt	-21.4	19.0%	-22.4%	nt	nt	0.0%
Cc1nn(CC(=O)NCC2CCCO2)c(=O)c2cc3ccccc3n12 (stereo unspecified)	0.8%	-5.8%	-2.5%	1.2	-7.4%	3.5%	4.4	5.9%	3.7%
COc1ccc(NS(=O)(=O)c2ccc3oc(SC4CCOC4=O)nc3c2)cc1 (stereo unspecified)	14.5%	-0.5%[57.5 µM]	2.1%	11.1	9.3%	15.7%	-17.8	-9.5%	6.6%
COc1ccc(N2CCN(C(=O)c3ccc(S(=O)(=O)N4CCOCC4)cc3)CC2)cc1	0.0%	-7.2%	-1.8%	-3.0	16.4µM*	-10.7%	-15.4	1.5%	5.4%
CN(CCO)c1ccc(C(C(=O)c2ccccc2)c2ccc(N(C)CCO)cc2)cc1	-4.4%	i	-1.2%	-19.1	-13.3%	-9.5%	-19.2	-5.1%	0.1%
CCN1CC(C)C(O)(c2ccccc2)CC1C (stereo unspecified)	15.5%	i	-3.9%	-8.7	-0.2%	?	5.8	5.9%	?
COC(=O)c1sccc1-n1cccc1C(=O)N1CCOCC1	5.3%	i	-19.7%	-0.6	24.7%	4.7%	1.2	-15.4%	5.1%
CCn1c(SCC(=O)N/N=C/C=C\c2ccco2)nc2ccccc21	-16.4%[0.397 µM]	i	-1.9%	-0.4	-20.6%	81.3%[activator]	-27.9	10.7%	-29.9%
Cc1ccc(/C=N/NC(=O)Cn2cnc3ccccc32)cc1	14.8%	-1.4%	-9.0%	4.2	?	-39.0%	-0.7	4.0%	5.4%
NS(=O)(=O)c1ccc(CCNC(=O)CSc2nnc3ccccn23)cc1	10.7%	i	2.9%	1.3	-5.6%	3.5%	30.4	-7.7%	0.5%
O=C(O)/C(=C\c1cccc(C(F)(F)F)c1)c1ccc(S(=O)(=O)N2CCCC2)s1	24.6%	i	0.8%	2.6	-0.8%	17.7%	14.2	-4.2%	-8.4%
CCOCCCNc1ccc(-c2ccccc2)nn1	-17.6%	-9.0%[57.5 µM]	-9.3%	2.4	0.2%	-21.9%	10.1	1.4%	-12.1%
COc1ccc(CCNC(=O)c2cc3c(=O)n4ccccc4nc3n2C)cc1	0.0%	-3.7%	nt	13.7	nt	20.9%	nt	nt	4.7%

Three entries out of the list, arranged by SMILES length, highest first.
Molecule	TDP43 rescue	PTHR1 ag	aSyn rescue	D3 ag	KB-V1 MDR tox	GLP-1R inv ag	D3 antag	GLP-1R agonist	HEK293 tox
CN(CCO)c1ccc(C(C(=O)c2ccccc2)c2ccc(N(C)CCO)cc2)cc1	-4.4%	i	-1.2%	-19.1	-13.3%	-9.5%	-19.2	-5.1%	0.1%
CCOc1ccc(S(=O)(=O)n2c([N+](=O)[O-])cnc2C)c(C)c1C	2.6%	-19.2%	1.0%	1.4	8.6%	17.3%	1.4	-6.5%	6.4%
CCOCCCNc1ccc(-c2ccccc2)nn1	-17.6%	-9.0%[57.5 µM]	-9.3%	2.4	0.2%	-21.9%	10.1	1.4%	-12.1%

An excerpt, so the mix of outcomes need not match the whole.
